From PubChem
14-3-3g Raf – modulators of human 14-3-3 gamma - Raf peptide interaction. FP, 14-3-3gamma / TMR-pS259-Raf peptide binding. 160,000 tested, 0.19% active. inhibition, % at 40 µM; in the data active means inhibition above about 30%;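 further: 0% = protein plus tracer without compound and 100% = blank with tracer alone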
Target sequence (P61981 whole entry, looked up): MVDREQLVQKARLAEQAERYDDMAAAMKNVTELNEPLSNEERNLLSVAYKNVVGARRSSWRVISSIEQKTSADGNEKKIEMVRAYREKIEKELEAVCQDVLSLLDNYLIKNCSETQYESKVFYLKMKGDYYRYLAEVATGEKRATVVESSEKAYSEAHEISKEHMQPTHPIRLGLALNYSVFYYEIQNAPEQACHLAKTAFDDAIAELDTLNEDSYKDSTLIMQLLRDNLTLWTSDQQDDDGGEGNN
The depositor's hits bear a star; & = joins results of further samples.

For CC1CCCC(NC(=O)c2ccc3c(c2)[nH]c(=S)n2c4ccccc4nc32)C1C (stereo unspecified) the results were 14-3-3g Raf 2.
For CCCn1c(C(C)NC(=O)Cc2ccccc2)nc2ccccc21 (stereo unspecified) the results were 14-3-3g Raf -8.
`O=C(CCNS(=O)(=O)c1ccc(Br)s1)N1CCCC1` gave 14-3-3g Raf -2.
Screening CCOC(=O)c1cccc(C(=O)Oc2ccc(F)cc2)n1 returned 14-3-3g Raf -2.
For CC(C)C(=O)Nc1c2c(nn1-c1ccc(Oc3ccccc3)cc1)CSC2 the results were 14-3-3g Raf -7.
For COC(=O)c1ccccc1NC(=O)c1sc(N)nc1C the results were 14-3-3g Raf -4.
Screening CCN(CC)CCN1C(=O)C(=O)/C(=C(/O)c2ccncc2)C1c1ccccc1F (stereo unspecified) returned 14-3-3g Raf -9.
Screening COc1ccc(C2=NN3COc4ccccc4C3C2)cc1 (stereo unspecified) returned 14-3-3g Raf -9.
`O=C(NCCN1CCCCCC1)c1ccc(N2CCCC2=O)cc1` gave 14-3-3g Raf 2&-8.
CCc1ccc(NC(=O)c2noc3c2CCCCC3)cc1 was read as 14-3-3g Raf -3&5.
Screening CC1CCCCN1S(=O)(=O)c1ccc(C(=O)Nc2sc3c(c2C(N)=O)CC(C)(C)NC3(C)C)cc1 (stereo unspecified) returned 14-3-3g Raf -14.
For COCCN1C(=O)c2ccccc2C(C(=O)NCc2ccc(C)cc2)C1c1cn(C)c2ccccc12 (stereo unspecified) the results were 14-3-3g Raf 2.
For CCC(C)c1cc(S(=O)(=O)N2CCOCC2)ccc1OC (stereo unspecified) the results were 14-3-3g Raf 3.
For CC(C)CCNC(=O)C(c1cccs1)N(CC1CCCO1)C(=O)Cn1nnc2ccccc21 (stereo unspecified) the results were 14-3-3g Raf -7.
For O=C(O)CCc1ccc(-c2cccs2)n1-c1ccc(Cl)cc1 the results were 14-3-3g Raf -58.
For COc1ccc(C)cc1NC(=O)C1CCN(S(=O)(=O)c2cccs2)CC1 the results were 14-3-3g Raf -32.
Screening CC1=C(C(=O)OCCc2ccccc2)C(c2ccc(C)c([N+](=O)[O-])c2)C2=C(CC(c3cccs3)CC2=O)N1 (stereo unspecified) returned 14-3-3g Raf 5.
Screening CCN(CC)CCSc1nc2ccccc2[nH]1 returned 14-3-3g Raf -1.
`CCOC(=O)C1=C(C)NC(=O)NC1c1cccc2ccccc12` (stereo unspecified) gave 14-3-3g Raf -8.
COc1ccc(C2=CC(c3ccc(OC)c(OC)c3)n3nnnc3N2)c(OC)c1 (stereo unspecified) was read as 14-3-3g Raf -9.
For COc1ccccc1Nc1ncc(C(=O)NCCCN2CCN(C)CC2)c2ccccc12 the results were 14-3-3g Raf 3.
`COc1ccc(C(=O)N2CCN(c3ccc(C)cc3C)CC2)cc1OC` gave 14-3-3g Raf -3.
For OC(COCc1cccs1)CN1CCCCCC1 (stereo unspecified) the results were 14-3-3g Raf 4.
COc1ccccc1CNC(=O)CCS(=O)(=O)Cc1ccccc1Cl was read as 14-3-3g Raf 5.
O=C(c1ccccc1)c1cccc(N2C(=O)c3ccc([N+](=O)[O-])cc3C2=O)c1 was read as 14-3-3g Raf -13.
`COc1cc(NC(=O)NC(C)(C(F)(F)F)C(F)(F)F)cc(OC)c1OC` gave 14-3-3g Raf -5.
`COc1cc2c(C(=O)Nc3ccc(Br)cc3C)cn(C)c(=O)c2cc1OC` gave 14-3-3g Raf -2.
`CC(=O)Nc1nonc1-n1nnc(C(=O)NCc2ccccc2)c1C` gave 14-3-3g Raf -1.
COc1ccc(Nc2c(-c3ccco3)nc3ccc(Br)cn23)cc1 was read as 14-3-3g Raf -13.
CN(C)CCCNCCCNC(=O)c1ccncc1 was read as 14-3-3g Raf -9.
Screening Cc1ncoc1C(=O)Nc1cccc(Cl)c1C returned 14-3-3g Raf -2.
For O=c1c2ccccc2nc(SCc2cc(F)cc3c2OCOC3)n1C1CCCC1 the results were 14-3-3g Raf -1.
`COc1cc2c(cc1OC)C(c1cccs1)CC(=O)N2` (stereo unspecified) gave 14-3-3g Raf 0.
Cc1c(Cl)cccc1NC(=O)c1nn2c(c1Br)NC(c1ccc(Br)o1)CC2C(F)(F)F (stereo unspecified) was read as 14-3-3g Raf -69.
`Cc1sc2nc(NC(=O)Cc3ccccc3)sc(=O)c2c1C` gave 14-3-3g Raf -11.
Cn1c(=O)c(C(=S)NC(=O)C2CC2)c(N)n(Cc2ccccc2)c1=O was read as 14-3-3g Raf -13.
For CCOc1cccc(NC(=O)C2CC(=O)N(C)C(=Nc3ccc(C)c(Cl)c3)S2)c1 (stereo unspecified) the results were 14-3-3g Raf 7.
O=S(=O)(Nc1cccnc1)c1ccc(Cl)c(C(F)(F)F)c1 was read as 14-3-3g Raf -7.
Cc1ccc(-n2nc3c(c2NC(=O)c2ccc(C(C)(C)C)cc2)CS(=O)(=O)C3)c(C)c1 was read as 14-3-3g Raf -9.
CC(=O)Nc1nc(-c2ccc(C)cc2)c(-c2ccccc2)s1 was read as 14-3-3g Raf 7.
`COc1ccc(C(=O)CSc2nnnn2C)cc1` gave 14-3-3g Raf -7.
Screening CCC1=NN(C(=O)c2ccc(OC)c(OC)c2)C(O)(C(F)(F)F)C1 (stereo unspecified) returned 14-3-3g Raf 0.
Screening Cc1ccc(C)c(C(=O)Nc2c(C(N)=O)oc3ccccc23)c1 returned 14-3-3g Raf 3.
Screening COc1ccc(C2Oc3c(OC)cccc3C3CC(c4ccc(C)o4)=NN32)cc1OC (stereo unspecified) returned 14-3-3g Raf -203.
`CC(C)CCC(CCN1CCOCC1)c1ccc2c(c1)OCO2` (stereo unspecified) gave 14-3-3g Raf -13.
For O=C(c1c[nH]c2ccc(S(=O)(=O)N3CCC4(CC3)OCCO4)cc2c1=O)N1CCOCC1 the results were 14-3-3g Raf -4.
`Cc1ccc(-n2c(C)ccc2C)nc1` gave 14-3-3g Raf -39.
Screening COc1ccc(C2/C(=C(\O)c3ccccc3)C(=O)C(=O)N2CCNC(C)=O)cc1 (stereo unspecified) returned 14-3-3g Raf 1.
For Cc1ccc(-n2ccnc2SCC(=O)N(CC(C)C)C2CCS(=O)(=O)C2)c(C)c1 (stereo unspecified) the results were 14-3-3g Raf 4.
Screening Cc1nn(C(C)(C)C)c(OC(=O)c2cccs2)c1S(=O)(=O)c1ccccc1 returned 14-3-3g Raf -2.

Four records picked at random from those above, as already listed:
Screening CCC1=NN(C(=O)c2ccc(OC)c(OC)c2)C(O)(C(F)(F)F)C1 (stereo unspecified) returned 14-3-3g Raf 0.
For O=C(c1c[nH]c2ccc(S(=O)(=O)N3CCC4(CC3)OCCO4)cc2c1=O)N1CCOCC1 the results were 14-3-3g Raf -4.
Screening COc1ccc(C2/C(=C(\O)c3ccccc3)C(=O)C(=O)N2CCNC(C)=O)cc1 (stereo unspecified) returned 14-3-3g Raf 1.
Screening COc1ccc(C2Oc3c(OC)cccc3C3CC(c4ccc(C)o4)=NN32)cc1OC (stereo unspecified) returned 14-3-3g Raf -203.

Further results:
`COc1ccc(OC)c(-c2cc(C(=O)NCCN3CCOCC3)no2)c1` gave 14-3-3g Raf -7.
For C=COCCNC(=O)C(=O)Nc1ccccc1C the results were 14-3-3g Raf -7.
`CCOC(=O)c1c(C)c(C)n(CCc2c[nH]c3ccccc23)c1C` gave 14-3-3g Raf -110.
COc1nc(N)nc(NC23CC4CC(CC(C4)C2)C3)n1 was read as 14-3-3g Raf -7.
`C=CCSc1nc(C)c2cc(OC)ccc2n1` gave 14-3-3g Raf 6.
CC(=O)N1CCc2cc(S(=O)(=O)NC(Cc3ccccc3)C(=O)Nc3ccc(C)cc3C)ccc21 (stereo unspecified) was read as 14-3-3g Raf -29.
Screening CC(C)NCC(O)Cn1c2ccc(Br)cc2c2cc(Br)ccc21 (stereo unspecified) returned 14-3-3g Raf -5.
For Cc1cc(C)cc(-n2nnc(C(=O)NCc3ccccc3Cl)c2N)c1 the results were 14-3-3g Raf 0.
Screening CC(C)NC(=O)CSCc1cccc(Br)c1 returned 14-3-3g Raf -2.
Screening CCc1ccc(C2NC(=O)NC(C)=C2C(=O)OC2CCCCC2)cc1 (stereo unspecified) returned 14-3-3g Raf -3.
`O=C(CN1C(=O)COc2ccccc21)NCCN1CCC(Cc2ccccc2)CC1` gave 14-3-3g Raf -8.
CC(C)OCCCNC(=O)NC12CC3CC(CC(C3)C1)C2 was read as 14-3-3g Raf -3.
`COc1ccc(N2CCN(C(=O)C34CC5CC(CC(C5)C3)C4)CC2)cc1` gave 14-3-3g Raf 1.
`COc1ccc(-c2noc(-c3ccc(C)cc3Cl)n2)cc1OC` gave 14-3-3g Raf -14.
Screening Cc1ccccc1NC(=O)CC1SC(=NC2CCCCC2)NC1=O (stereo unspecified) returned 14-3-3g Raf -5.
`CC(=O)Nc1ccc(S(=O)(=O)NC(CC(=O)NC2CCCCC2C)C(C)C)cc1` (stereo unspecified) gave 14-3-3g Raf 2.
Screening Cn1c(=O)[nH]c(=O)c2c1nc(Br)n2CCSc1nnnn1-c1ccccc1 returned 14-3-3g Raf 8.
CCN(CC)CCN1C(=O)c2oc3ccccc3c(=O)c2C1c1cccc(Br)c1 (stereo unspecified) was read as 14-3-3g Raf -4.
`N#Cc1ccc(NC(=O)c2cc(-c3ccc(Br)cc3)on2)cc1` gave 14-3-3g Raf -67.
For COc1ccc(-c2cc(C(=O)OCC(=O)N3CCCC3)c3ccccc3n2)cc1 the results were 14-3-3g Raf -17.
Cc1nn(C(=O)C2CCCN2S(=O)(=O)c2ccc(Br)cc2)c(C)c1Sc1ccccc1 (stereo unspecified) was read as 14-3-3g Raf -11.
Screening CC1=CC=CN2CC(O)CN=C12 (stereo unspecified) returned 14-3-3g Raf -4.
`O=C(Nc1ccc(OCC(O)Cn2c3ccccc3c3ccccc32)cc1)c1ccccc1` (stereo unspecified) gave 14-3-3g Raf 8.
For O=C(Nc1c2c(nn1-c1ccccc1)CSC2)c1cccs1 the results were 14-3-3g Raf 6.
For CCCn1c(Cc2ccccc2)nc2ccccc21 the results were 14-3-3g Raf -5.
For COc1ccc(N2C(=O)CC(C(=O)N3CCCCC3C)C2c2ccc(F)cc2)cc1 (stereo unspecified) the results were 14-3-3g Raf -9.
`Cc1c(C)n(CC(O)CNCc2ccco2)c2ccccc12` (stereo unspecified) gave 14-3-3g Raf -6.
O=C1C2C3C=CC(C3)C2C(=O)N1CN(Cc1ccccc1)CN1C(=O)C2C3C=CC(C3)C2C1=O (stereo unspecified) was read as 14-3-3g Raf 6.
`Cc1ccccc1-c1nc2cc(NC(=O)Cc3ccccc3)ccc2o1` gave 14-3-3g Raf -119.
For COc1cc2c(cc1OC)C(C(=O)NCCC1=CCCCC1)C(c1cccs1)N(C)C2=O (stereo unspecified) the results were 14-3-3g Raf -3.
O=C1NCCCc2c1no[n+]2[O-] was read as 14-3-3g Raf -3.
C/C(NCc1cccnc1)=C(\C#N)C(=O)NCc1ccccc1 was read as 14-3-3g Raf -10.
For CCOC(=O)C1C(=O)C=C(C=Cc2ccco2)CC1c1ccccc1 (stereo unspecified) the results were 14-3-3g Raf -92.
Screening O=C(c1cc(Sc2ccc(Cl)cc2)nc2ccccc12)N1CCCCC1 returned 14-3-3g Raf -2.
Screening Cc1sc(N=Cc2cn(Cc3ccccc3)c3ccccc23)c(C#N)c1C returned 14-3-3g Raf -58.
Screening COc1ccc(-n2nc(C(=O)Nc3ccc(C)c(F)c3)c3c4ccccc4n(C)c3c2=O)cc1 returned 14-3-3g Raf -5.
For COc1cc(-c2nnc(SCC(=O)c3ccc(F)cc3)o2)cc(OC)c1OC the results were 14-3-3g Raf -3.
Screening O=C1c2ccccc2C(=O)N1C1C(=O)N(c2ccc(Br)cc2)C1c1ccc(F)cc1 (stereo unspecified) returned 14-3-3g Raf -12.
`Cc1nc2ccccc2c2nc(NC(=O)c3sc4cccc(Cl)c4c3Cl)nn12` gave 14-3-3g Raf -1.
`CCCC1(C(=O)OC)NC(c2cc(OC)c(OC)c(OC)c2)C2C(=O)N(CC)C(=O)C21` (stereo unspecified) gave 14-3-3g Raf -8.
For COC(=O)c1c(NC(=O)c2ccccc2)sc2c1CCC2 the results were 14-3-3g Raf -23.
`COc1ccccc1NC(=O)N1CCCC1C(=O)Nc1ccc2c(c1)OCO2` (stereo unspecified) gave 14-3-3g Raf -6.
COc1ccccc1C1SCCN1C(=O)c1ccc([N+](=O)[O-])cc1 (stereo unspecified) was read as 14-3-3g Raf -3.
`CCN1C(=O)CC(C(=O)O)SC1=Nc1ccc(Cl)cc1` (stereo unspecified) gave 14-3-3g Raf -5.
`O=C(NC1CCCCCC1)C1CCN(S(=O)(=O)N2CCC3(CC2)OCCO3)CC1` gave 14-3-3g Raf 5.
For CC1(C)CC(=O)C2=C(C1)OC(N)=C(C#N)C2c1ccsc1 (stereo unspecified) the results were 14-3-3g Raf 1.

Among those listed so far, these contain bromine:
`O=C(CCNS(=O)(=O)c1ccc(Br)s1)N1CCCC1` gave 14-3-3g Raf -2.
`COc1cc2c(C(=O)Nc3ccc(Br)cc3C)cn(C)c(=O)c2cc1OC` gave 14-3-3g Raf -2.
COc1ccc(Nc2c(-c3ccco3)nc3ccc(Br)cn23)cc1 was read as 14-3-3g Raf -13.
Cc1c(Cl)cccc1NC(=O)c1nn2c(c1Br)NC(c1ccc(Br)o1)CC2C(F)(F)F (stereo unspecified) was read as 14-3-3g Raf -69.
Screening CC(C)NCC(O)Cn1c2ccc(Br)cc2c2cc(Br)ccc21 (stereo unspecified) returned 14-3-3g Raf -5.
Screening CC(C)NC(=O)CSCc1cccc(Br)c1 returned 14-3-3g Raf -2.
Screening Cn1c(=O)[nH]c(=O)c2c1nc(Br)n2CCSc1nnnn1-c1ccccc1 returned 14-3-3g Raf 8.
CCN(CC)CCN1C(=O)c2oc3ccccc3c(=O)c2C1c1cccc(Br)c1 (stereo unspecified) was read as 14-3-3g Raf -4.
`N#Cc1ccc(NC(=O)c2cc(-c3ccc(Br)cc3)on2)cc1` gave 14-3-3g Raf -67.
Cc1nn(C(=O)C2CCCN2S(=O)(=O)c2ccc(Br)cc2)c(C)c1Sc1ccccc1 (stereo unspecified) was read as 14-3-3g Raf -11.
Screening O=C1c2ccccc2C(=O)N1C1C(=O)N(c2ccc(Br)cc2)C1c1ccc(F)cc1 (stereo unspecified) returned 14-3-3g Raf -12.

Some of the compounds tested; count on the stated rates, not on these rows.
